ATG4B inhibitor: ATG4B protease inhibitors, primary screen, biochemical, fluorescence, uHTS. ATG4B cleavage of LC3-PLA2, NBD-HPC fluorescence, 1 h. inhibition, % at 8.33 µM. 0.51% of 340,000 active. AID 504462, 2011; in the data active = inhibition above about 40%
Apaf1 inhib: inhibitors of human Apaf-1 apoptosome, primary screen, biochemical, DEVD-Rh110 fluorescence, uHTS | inhibition, % at 20 µM | 0.71% of 330,000 active | Apoptotic protease-activating factor 1 (Homo sapiens), O14727 | reconstituted apoptosome caspase-3 activity; active = inhibition of at least 40% at 20 µM;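 note: plate controls were DMSO wells for no effect and DEVD-CHO caspase inhibitor wells for full effect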
Target sequence (O14727 whole entry, looked up): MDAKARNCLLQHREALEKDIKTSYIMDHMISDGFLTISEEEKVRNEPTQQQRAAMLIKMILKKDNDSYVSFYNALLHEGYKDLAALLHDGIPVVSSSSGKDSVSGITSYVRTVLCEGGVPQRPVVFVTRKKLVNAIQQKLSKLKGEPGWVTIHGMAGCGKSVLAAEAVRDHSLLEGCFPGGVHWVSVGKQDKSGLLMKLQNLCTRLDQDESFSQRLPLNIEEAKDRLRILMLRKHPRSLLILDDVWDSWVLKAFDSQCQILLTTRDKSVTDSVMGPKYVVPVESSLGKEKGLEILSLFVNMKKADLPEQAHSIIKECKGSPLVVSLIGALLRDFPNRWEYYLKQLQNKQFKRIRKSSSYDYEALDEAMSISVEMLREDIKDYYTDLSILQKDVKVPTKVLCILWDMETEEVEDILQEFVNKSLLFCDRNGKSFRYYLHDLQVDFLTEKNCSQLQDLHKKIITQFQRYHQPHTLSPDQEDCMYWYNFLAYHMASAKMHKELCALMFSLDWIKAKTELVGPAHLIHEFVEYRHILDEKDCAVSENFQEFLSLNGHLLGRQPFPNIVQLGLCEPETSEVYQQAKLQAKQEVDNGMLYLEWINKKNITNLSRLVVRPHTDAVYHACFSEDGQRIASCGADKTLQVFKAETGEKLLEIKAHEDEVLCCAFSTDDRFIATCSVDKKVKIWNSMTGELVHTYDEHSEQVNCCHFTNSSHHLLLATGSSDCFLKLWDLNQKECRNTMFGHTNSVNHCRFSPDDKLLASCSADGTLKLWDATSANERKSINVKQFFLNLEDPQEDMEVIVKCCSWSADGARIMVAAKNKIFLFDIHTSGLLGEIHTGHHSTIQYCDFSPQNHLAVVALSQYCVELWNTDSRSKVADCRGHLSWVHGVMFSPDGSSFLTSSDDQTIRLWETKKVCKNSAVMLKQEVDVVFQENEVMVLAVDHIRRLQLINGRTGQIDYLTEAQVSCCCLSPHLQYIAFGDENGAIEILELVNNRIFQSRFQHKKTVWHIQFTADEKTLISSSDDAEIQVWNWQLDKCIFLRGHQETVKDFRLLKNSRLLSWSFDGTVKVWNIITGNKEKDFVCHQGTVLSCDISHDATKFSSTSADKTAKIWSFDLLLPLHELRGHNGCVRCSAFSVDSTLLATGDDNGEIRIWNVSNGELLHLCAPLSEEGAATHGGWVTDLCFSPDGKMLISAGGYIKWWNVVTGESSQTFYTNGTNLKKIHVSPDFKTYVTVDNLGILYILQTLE
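Medium: Hepes buffer, pH 7.5 / System: biochemical Apaf-1 apoptosome reconstitution / Measured by: Rh110 fluorescence, excitation 480 nm, emission 540 nm / Times: compound with Apaf-1, dATP, procaspase-3 30 min, then 50 min reaction, room temperature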
tim10-1 inh: growth inhibitors of tim10-1 mutant yeast, primary screen, luminescence, uHTS; S. cerevisiae tim10-1 ts strain growth, BacTiter-Glo, 24 h; inhibition, % at 20 µM; 2.2% of 330,000 active;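 active = inhibition of at least 40%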;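 note: mutant grown at 25 °C; 0% = DMSO wells with yeast and 100% = wells holding no yeast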
mIAP act: activators of mouse IAP, primary screen, biochemical, luminescence, uHTS. intestinal alkaline phosphatase [Mus musculus]. muIAP, CDP-Star luminescence, 30 min; stronger effect = higher value; 1 = vehicle-only enzyme signal, 0 = enzyme-free wells. activation factor at 10 µM. 0.24% of 330,000 active. AID 2805, 2010;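 active = activation factor of at least 2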; note: the source names both 10 and 20 µM as test concentration; values of inactives mirror those of a sister screen read the other way
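System: Mouse IAP enzyme | Also added: CDP-Star substrate | Dosing: Compounds dispensed in DMSO | Schedule: 30 min enzyme-substrate-compound incubation at room temperature | Technique: Chemiluminescence readout | Control set: DMSO-only wells and no-enzyme negative control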
NLRP3 yeast inh: NALP3 inflammasome inhibitors in reconstituted yeast, primary screen, luminescence, uHTS; AID 2825, 2010; inhibition, % at 10 µM; 0.39% of 330,000 active; Yeast reconstituted NLRP3/ASC/caspase-1, beta-gal luminescence, 24 h;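 active = inhibition of 50% or more; inactive = inhibition below 50%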;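 note: plate controls were induced DMSO wells for no effect and uninduced yeast grown without galactose for full effect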
hIAP act: human IAP activators, primary screen, biochemical, luminescence, uHTS; Intestinal-type alkaline phosphatase (Homo sapiens), P09923; purified human IAP, CDP-Star luminescence, 30 min; stronger effect = higher value; 1 = vehicle-only enzyme, 0 = enzyme-free background; activation factor at 10 µM; 0.16% of 330,000 active; AID 2524, 2010;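 active = activation factor of the enzyme at least 2-fold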; note: the source names both 10 and 20 µM as test concentration; values of inactives mirror those of a sister screen read the other way
mIAP block: inhibitors of mouse IAP, primary screen, biochemical, luminescence, uHTS. intestinal alkaline phosphatase [Mus musculus]. purified mouse IAP, CDP-Star luminescence, 30 min. inhibition, % at 10 µM. 0.2% of 330,000 active. AID 2806, 2010;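 active = inhibition of at least 40% at 10 µM in the primary screen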;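 note: plate controls were DMSO with enzyme for no effect and no enzyme wells for full effect; values of inactives mirror those of a sister screen read the other way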
TIM10 inh: growth inhibitors of isogenic TIM10 control yeast, primary screen, counter-screen for tim10-1 yeast inhibitor project, luminescence, uHTS | inhibition, % at 10 µM | AID 463195, 2010 | 1.4% of 330,000 active | S. cerevisiae TIM10 strain growth, BacTiter-Glo luminescence, 24 h;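 active = inhibition of 40% or more at the single tested concentration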;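 note: wild-type TIM10 isogenic control strain grown at permissive 25 °C; 0% = DMSO yeast wells and 100% = minimal medium wells without yeast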
hIAP block: human IAP inhibitors, primary screen, biochemical, luminescence, uHTS; Intestinal-type alkaline phosphatase (Homo sapiens), P09923; purified IAP, CDP-Star luminescence, 30 min; 0.12% of 330,000 active; inhibition, % at 10 µM;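 active = inhibition reaching a set limit with compound at 10 µM in the primary screen, cut at about 35% in these data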;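 note: plate controls were DMSO wells with enzyme for no effect and no-enzyme buffer wells for full effect; values of inactives mirror those of a sister screen read the other way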
Numbers without * were called inactive.

(1) CCOC(=O)C1CCN(C(=O)c2ccc(S(=O)(=O)Nc3ccccc3OC)cc2)CC1
(2) Cc1ccc(S(=O)(=O)n2nc(OC(=O)c3ccccc3C)cc2N)cc1
(3) CCCN(N=Nc1cccc([N+](=O)[O-])c1)c1cccc([N+](=O)[O-])c1
(4) CC(OC(=O)Cc1coc2ccc3ccccc3c12)C(=O)NC(N)=O (centres undefined)
(5) CCOc1ccc(CC(=O)OCc2cc(=O)n3cc(Br)ccc3n2)cc1
(6) O=C(CN1C(=O)NC2(CCOc3ccccc32)C1=O)c1ccc(Br)cc1 (centres undefined)
(7) CC(C)CN(CC(C)C)c1nnc(N)s1
(8) COc1ccc(C(=O)CN2C(=O)NC3(CCCc4ccccc43)C2=O)c(OC)c1 (centres undefined)
screen / no.	1	2	3	4	5	6	7	8
ATG4B inhibitor	-5	7	3	-12	-2	-4	15	2
Apaf1 inhib	-6	15	-3	-4	-2	3	-1	14
tim10-1 inh	5	14	6	8	30	-28	2	-4
mIAP act	0.95	0.97	0.93	1	0.94	0.96	0.93	1
NLRP3 yeast inh	18	8	-4	-15	28	17	9	12
hIAP act	0.9	0.98	1.1	1	0.9	1	0.92	1.2
mIAP block	5	3	7	-3	6	4	7	-5
TIM10 inh	2	26	0	12	11	0	2	-5
hIAP block	10	2	-10	-1	10	-4	8	-19

3 entries from above, with each value named:
6. O=C(CN1C(=O)NC2(CCOc3ccccc32)C1=O)c1ccc(Br)cc1 (centres undefined)
  ATG4B inhibitor = -4; Apaf1 inhib = 3; tim10-1 inh = -28; mIAP act = 0.96; NLRP3 yeast inh = 17; hIAP act = 1; mIAP block = 4; TIM10 inh = 0; hIAP block = -4
7. CC(C)CN(CC(C)C)c1nnc(N)s1
  ATG4B inhibitor = 15; Apaf1 inhib = -1; tim10-1 inh = 2; mIAP act = 0.93; NLRP3 yeast inh = 9; hIAP act = 0.92; mIAP block = 7; TIM10 inh = 2; hIAP block = 8
8. COc1ccc(C(=O)CN2C(=O)NC3(CCCc4ccccc43)C2=O)c(OC)c1 (centres undefined)
  ATG4B inhibitor = 2; Apaf1 inhib = 14; tim10-1 inh = -4; mIAP act = 1; NLRP3 yeast inh = 12; hIAP act = 1.2; mIAP block = -5; TIM10 inh = -5; hIAP block = -19

(cont.)
(9) Cc1cc(Nc2ccccc2)c2c([N+](=O)[O-])cc(C)c(C)c2n1
(10) Cc1cccc(-c2nc(CSc3nc4c(c(=O)[nH]3)CCC4)c(C)o2)c1
(11) O=C(CNc1cc(S(=O)(=O)N2CCOCC2)ccc1NCC1CCCO1)Nc1ccc(F)c(F)c1 (centres undefined)
(12) O=C(CN1CCCCC1)Nc1cccc([N+](=O)[O-])c1
(13) CCc1nnc(NS(=O)(=O)c2ccc(NC(=S)NC(=O)/C=C/c3ccc(F)cc3)cc2)s1
(14) Cc1noc(C)c1NC(=O)N(C)C[C@H]1Oc2ccc(NS(=O)(=O)c3ccc(F)cc3)cc2C(=O)N([C@H](C)CO)C[C@@H]1C
(15) O=C(NC1CCCCC1)C(c1ccc2ncccc2c1)N(Cc1ccc2c(c1)OCO2)C(=O)c1ccc2c(c1)OCCO2 (centres undefined)
(16) O=C(c1ccc2c(c1)OCO2)N1CCN(S(=O)(=O)c2ccc(Br)cc2Cl)CC1
screen / no.	9	10	11	12	13	14	15	16
ATG4B inhibitor	18	0	2	0	13	-10	-12	0
Apaf1 inhib	13	26	15	0	20	-1	19	9
tim10-1 inh	-33	18	12	0	-14	8	18	11
mIAP act	0.84	0.96	1	0.98	0.98	0.89	0.94	1.1
NLRP3 yeast inh	-4	0	29	9	-9	-4	18	18
hIAP act	0.95	0.9	0.87	1.1	0.95	1.1	0.97	1
mIAP block	16	4	-3	2	2	11	6	-11
TIM10 inh	-77	3	3	5	-9	-1	18	12
hIAP block	5	10	13	-9	5	-8	3	-4

(17) CCOc1ccc2oc(C(=O)NC3CC(C)(C)NC(C)(C)C3)c(C)c2c1
(18) COc1cc(CNCc2cccs2)ccc1OCc1ccccc1
(19) C/C(=N/OC(=O)c1c(-c2c(Cl)cccc2Cl)noc1C)c1cnccn1
(20) COC(=O)c1cc(NS(=O)(=O)c2ccc(Cl)c(N3C(=O)c4ccc(C(=O)O)cc4C3=O)c2)cc(C(=O)OC)c1
(21) Cc1c(Cl)c([N+](=O)[O-])nn1CC(=O)NCC(C)C
(22) CC(C)c1cc(C(F)(F)F)n2nc(C(=O)Nc3ccc4c(c3)OCO4)cc2n1
(23) Cn1c2c(c(=O)n1-c1ccccc1)CSCC2
(24) CCNC(=S)NNC(=O)CSc1nc2ccccc2n1C
screen / no.	17	18	19	20	21	22	23	24
ATG4B inhibitor	-1	-3	-3	-4	5	-10	-4	-2
Apaf1 inhib	-1	8	-1	1	-3	10	-5	-20
tim10-1 inh	-5	8	-2	12	8	33	-10	-8
mIAP act	0.91	1.2	0.88	1	0.99	1	1	0.91
NLRP3 yeast inh	3	37	24	8	6	-13	-11	29
hIAP act	1	1	0.91	1	0.95	1	0.81	0.95
mIAP block	10	-16	12	-3	1	-4	-2	9
TIM10 inh	-5	3	-10	9	5	4	0	10
hIAP block	-2	-4	9	0	5	-2	19	5

(25) Cc1cc(/C=C2/C(=N)N3C(=NC2=O)SN=C3S(C)(=O)=O)c(C)n1-c1ccc(F)cc1
(26) CC1CCCN(C(=S)SCC(=O)O)C1 (centres undefined)
(27) CCCc1nnc(NC(=O)CCC(=O)N2CCN(C3c4ccccc4-c4ccccc43)CC2)s1
(28) Cn1c(=O)n(-c2ccccc2)c(=O)c2c3c(sc21)COC(C)(C)C3
(29) Cc1ccc(C(=O)OCC(=O)N(C)c2ccccc2)cc1C
(30) COc1ccc(NS(=O)(=O)c2ccc(Oc3cccc(C(=O)O)c3)cc2)cc1
(31) COC(=O)CCCNC(=O)c1ccccn1
(32) COc1ccc(OC)c(/C=C/c2nc3ccccc3[nH]c2=O)c1
screen / no.	25	26	27	28	29	30	31	32
ATG4B inhibitor	4	1	6	-7	3	-9	-4	-2
Apaf1 inhib	17	-1	5	-20	18	5	-7	24
tim10-1 inh	12	7	14	9	41*	-8	17	-22
mIAP act	0.95	0.99	1.1	1.1	0.97	1	1	1
NLRP3 yeast inh	20	13	3	12	17	6	4	24
hIAP act	0.88	0.93	1	1	1	1	1.1	0.94
mIAP block	5	0	-7	-5	3	-2	-4	-4
TIM10 inh	20	-1	28	7	33	-15	-18	6
hIAP block	12	7	0	-2	0	-2	-5	6

Brought forward from above: 2 entries, followed by the next part.
(31) COC(=O)CCCNC(=O)c1ccccn1
(32) COc1ccc(OC)c(/C=C/c2nc3ccccc3[nH]c2=O)c1
(33) O=C1NC(=O)C(CC(=O)N(Cc2cccs2)C2(C(=O)NC3CCCC3)CCCCC2)N1 (centres undefined)
(34) O=C(NCCc1ccc(F)cc1)c1ccc(Cl)c(S(=O)(=O)N2CCOCC2)c1
(35) Cc1ccccc1C(=O)Nc1nc2c(C)csc2c(=O)s1
(36) O=C(Nc1ccc(Cl)cc1)Nc1nnc(/C=C/c2ccccc2)s1
(37) CCCCCCC(=O)N(O)C1CC(=O)N(Cc2ccccc2)C1=O (centres undefined)
(38) COc1ccc(N/C(=C2\CCCC2=O)C2CCCCC2)cc1
(39) Cc1csc(NC(=O)Nc2ccc(Cl)cc2)n1
(40) CCCc1[nH]nc2c1C(c1ccoc1)C(C#N)=C(N)O2 (centres undefined)
screen / no.	31	32	33	34	35	36	37	38	39	40
ATG4B inhibitor	-4	-2	-2	-29	5	-9	5	56*	-8	-4
Apaf1 inhib	-7	24	-1	0	7	-4	8	19	14	4
tim10-1 inh	17	-22	6	11	3	5	45*	36	3	25
mIAP act	1	1	0.93	0.96	1	0.82	0.86	0.99	1.2	0.83
NLRP3 yeast inh	4	24	-14	5	18	0	13	13	-4	5
hIAP act	1.1	0.94	1	0.99	0.92	1.1	1.1	1	0.96	0.9
mIAP block	-4	-4	7	4	-2	18	14	0	-21	17
TIM10 inh	-18	6	4	-5	-7	-21	43*	15	-5	32
hIAP block	-5	6	-4	1	8	-15	-6	-4	4	10

(41) CCN(CC(=O)Nc1ccc(C(=O)OC)cc1)C1CCCCC1
(42) CCOc1ccc(CN(C)C(=O)c2ccc(S(=O)(=O)N(C)c3ccccc3OC)cc2)cc1
(43) CC(C)CNC(=O)c1cccc(Cn2cc(Cl)cn2)c1
(44) COc1cc(C(=O)NCc2ccco2)c(Br)c(OC)c1OC
(45) CCCCCCCC/C=C\CCCCCCCC(=O)NCCO
(46) CCCOc1ccc(-c2nc(N3CCN(CC)CC3)c3ccccc3n2)cc1
(47) Cc1cc(=O)[nH]c(SCC(=O)Nc2ccc(Br)cc2)n1
(48) COc1ccc(-c2cc3nc4c(c(N5CCC6(CC5)OCCO6)n3n2)CCC4)cc1
screen / no.	41	42	43	44	45	46	47	48
ATG4B inhibitor	-3	2	-4	3	-5	8	-1	3
Apaf1 inhib	9	32	-4	-6	7	28	0	22
tim10-1 inh	7	15	8	-8	29	-22	3	47*
mIAP act	1	1	0.94	1.2	1.1	1	1	0.98
NLRP3 yeast inh	18	8	13	-1	25	29	-5	21
hIAP act	0.97	0.99	1.1	1.2	0.97	1	0.79	1
mIAP block	0	-5	6	-16	-5	0	0	2
TIM10 inh	-15	22	14	-3	-2	13	12	32
hIAP block	2	1	-6	-22	3	-1	21	-4

(49) Cn1c(Cn2c(=O)sc3ccccc32)nnc1SCC(=O)Nc1cccc(Cl)c1
(50) CCc1noc(C)c1C(=O)Nc1nc2ccc(S(C)(=O)=O)cc2s1
(51) CCC(C)c1ccc(NC(=S)N2CCN(C(=O)C3CCCO3)CC2)cc1 (centres undefined)
(52) COc1cc(/C=N/Nc2nc(C)cc(C)n2)ccc1OC(=O)c1ccco1
(53) O=C(O)c1cnn2c(C(F)(F)F)cc(-c3ccccc3)nc12
(54) Cc1cc(C)n2c(SCC(=O)Nc3ccc(F)cc3)nnc2n1
(55) Cn1c(=O)c2c(nc(N/N=C/c3cccs3)n2Cc2ccc(Br)cc2)n(C)c1=O
(56) COC(=O)Cc1[nH]nc2c1C1(C(=O)N(Cc3ccc(Cl)cc3)c3ccccc31)C(C#N)=C(N)O2 (centres undefined)
(57) Cc1ccc(NS(=O)(=O)c2cn(C)cn2)cc1
(58) O=C(Nc1cccc([N+](=O)[O-])c1)c1ccc2ccccc2c1O
screen / no.	49	50	51	52	53	54	55	56	57	58
ATG4B inhibitor	-3	-2	-4	-8	3	-1	11	-16	0	1
Apaf1 inhib	-4	5	5	3	12	-18	18	2	-3	17
tim10-1 inh	-11	-21	5	38	6	3	-19	4	-19	20
mIAP act	0.92	0.99	1	1	0.91	0.91	1.2	1	1	0.91
NLRP3 yeast inh	-1	18	2	-3	9	-2	17	10	19	11
hIAP act	0.92	0.9	1.1	1.2	1.1	1	2.4*	1.3	1.1	0.91
mIAP block	8	1	-2	-5	9	9	-16	-2	-4	9
TIM10 inh	-2	-3	3	13	4	-9	-5	7	-17	6
hIAP block	8	10	-10	-17	-6	-5	-142	-26	-15	9

Screening results from PubChem.
